# Assay outcomes from PubChem.
# Cav32 inh: human Cav3.2 channel inhibition, primary screen. O95180. Cav3.2-expressing cells, Fluo-4 calcium fluorescence FDSS; stronger effect = lower value. B-score at 10 µM. 100,000 tested, 4% active;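 active = single-dose well whose peak fluorescence ratio is a statistical outlier from its plate by either plate-standardised score or position-corrected B-score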
# Target sequence (O95180 whole entry, looked up): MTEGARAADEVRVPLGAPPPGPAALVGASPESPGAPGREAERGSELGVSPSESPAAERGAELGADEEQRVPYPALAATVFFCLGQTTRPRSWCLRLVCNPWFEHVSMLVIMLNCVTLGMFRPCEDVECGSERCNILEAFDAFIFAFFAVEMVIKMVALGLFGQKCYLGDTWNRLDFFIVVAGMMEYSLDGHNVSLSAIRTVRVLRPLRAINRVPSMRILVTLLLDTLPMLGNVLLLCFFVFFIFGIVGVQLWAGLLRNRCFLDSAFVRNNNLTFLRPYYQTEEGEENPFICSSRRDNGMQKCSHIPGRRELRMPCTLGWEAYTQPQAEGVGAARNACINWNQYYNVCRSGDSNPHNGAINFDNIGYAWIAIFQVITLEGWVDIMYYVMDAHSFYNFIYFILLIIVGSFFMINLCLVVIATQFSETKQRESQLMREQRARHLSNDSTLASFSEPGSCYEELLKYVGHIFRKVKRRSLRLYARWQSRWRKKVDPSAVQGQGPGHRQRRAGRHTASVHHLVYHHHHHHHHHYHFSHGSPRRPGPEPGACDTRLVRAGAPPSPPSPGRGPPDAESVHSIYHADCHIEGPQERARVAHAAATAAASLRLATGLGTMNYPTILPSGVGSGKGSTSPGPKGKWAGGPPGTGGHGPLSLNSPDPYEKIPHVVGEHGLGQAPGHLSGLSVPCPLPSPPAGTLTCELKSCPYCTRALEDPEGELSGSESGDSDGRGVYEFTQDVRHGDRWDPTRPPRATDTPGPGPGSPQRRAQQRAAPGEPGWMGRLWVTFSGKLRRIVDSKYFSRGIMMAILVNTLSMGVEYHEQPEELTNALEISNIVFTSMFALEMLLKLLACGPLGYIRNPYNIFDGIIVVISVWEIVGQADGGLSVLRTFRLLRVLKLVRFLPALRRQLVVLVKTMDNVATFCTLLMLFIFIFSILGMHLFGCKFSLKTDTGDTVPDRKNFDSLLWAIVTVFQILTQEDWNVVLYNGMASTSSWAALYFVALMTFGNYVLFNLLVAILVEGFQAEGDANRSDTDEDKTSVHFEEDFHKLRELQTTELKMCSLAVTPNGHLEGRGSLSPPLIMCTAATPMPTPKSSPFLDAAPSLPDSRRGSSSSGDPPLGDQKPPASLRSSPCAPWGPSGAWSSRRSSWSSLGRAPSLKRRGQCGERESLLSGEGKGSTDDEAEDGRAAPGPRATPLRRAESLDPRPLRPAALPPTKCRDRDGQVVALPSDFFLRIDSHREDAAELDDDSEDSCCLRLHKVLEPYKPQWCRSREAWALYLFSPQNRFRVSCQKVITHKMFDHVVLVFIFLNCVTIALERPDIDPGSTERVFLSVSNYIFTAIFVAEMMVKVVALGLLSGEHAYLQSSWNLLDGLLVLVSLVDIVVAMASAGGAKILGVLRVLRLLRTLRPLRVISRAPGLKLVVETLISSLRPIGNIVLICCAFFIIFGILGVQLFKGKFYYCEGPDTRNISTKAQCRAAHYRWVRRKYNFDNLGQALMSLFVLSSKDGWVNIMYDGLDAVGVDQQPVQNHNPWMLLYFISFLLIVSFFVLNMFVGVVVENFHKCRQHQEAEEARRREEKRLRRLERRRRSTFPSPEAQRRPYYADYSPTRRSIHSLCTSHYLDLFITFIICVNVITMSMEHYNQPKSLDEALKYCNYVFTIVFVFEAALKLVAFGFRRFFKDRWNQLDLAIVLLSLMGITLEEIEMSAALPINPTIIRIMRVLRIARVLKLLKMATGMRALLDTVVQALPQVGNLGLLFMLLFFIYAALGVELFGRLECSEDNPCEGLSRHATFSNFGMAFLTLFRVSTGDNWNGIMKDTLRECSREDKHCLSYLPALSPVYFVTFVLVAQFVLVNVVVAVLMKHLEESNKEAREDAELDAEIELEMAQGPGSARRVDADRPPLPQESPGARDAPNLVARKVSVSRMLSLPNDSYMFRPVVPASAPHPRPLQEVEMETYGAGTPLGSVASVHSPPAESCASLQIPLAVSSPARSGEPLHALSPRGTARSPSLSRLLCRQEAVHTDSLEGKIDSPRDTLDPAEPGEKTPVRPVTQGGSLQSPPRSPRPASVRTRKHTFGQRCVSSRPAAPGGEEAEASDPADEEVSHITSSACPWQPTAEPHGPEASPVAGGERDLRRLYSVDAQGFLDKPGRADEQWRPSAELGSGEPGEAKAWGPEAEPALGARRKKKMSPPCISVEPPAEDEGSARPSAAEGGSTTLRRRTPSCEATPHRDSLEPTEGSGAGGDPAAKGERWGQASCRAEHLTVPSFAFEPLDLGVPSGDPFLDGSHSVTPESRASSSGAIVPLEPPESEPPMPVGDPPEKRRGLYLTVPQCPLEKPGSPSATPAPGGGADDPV
# Starred values were filed as active, the others as inactive.
SMILES,Cav32 inh
Cc1cc2c(=O)n(Cc3ccco3)c(SCC(=O)N3CCCc4ccccc43)nc2s1,-0.947
CCCCC1CCC(C(=O)NC2CCS(=O)(=O)C2)CC1 (stereo not given),0.0546
COc1ccc2nc(SCC(N)=O)cc(C)c2c1,1.1
O=C(Nc1cccc(F)c1)N1CC=C(n2c(=O)[nH]c3ccccc32)CC1,-0.779
COC(=O)c1cc(=O)nc2sc(-c3ccccc3)nn12,-0.123
O=C(CCc1ccccc1)Nc1nc2n(n1)C(c1ccccc1)CC(=O)N2 (stereo not given),-0.798
CCOc1ccc(C(C(=O)NC2CCCC2)N(Cc2ccccc2)C(=O)c2nsc(Cl)c2Cl)cc1 (stereo not given),-3.12
CC1(C2(O)CC(c3ccccc3)ON2)CCCCC1 (stereo not given),-0.0476
COc1ccc(C/C(N)=N/n2cnnc2)cc1Cl,-0.956
CC(CCc1ccccc1)NC(=O)CN1CCN(Cc2ccc(Cl)cc2)C1=O (stereo not given),-8.17*
N#Cc1ccc(-n2nccc2-c2cnc3n(c2=O)CCS3)cc1,0.414
CC1(C)CC(CCC(=O)Nc2ccc(S(N)(=O)=O)cc2)C(=O)O1 (stereo not given),-0.0444
NC(=O)c1ccc(-n2nnnc2Oc2ccccc2)cc1,-0.176
O=C(NCc1ccc(Cl)cc1)c1cnn2ccccc12,0.147
COc1cc(CO)cc(Br)c1OCC(=O)N1CCCCC1,-0.00669
O=C(Cc1cccc2ccccc12)Nc1nnc(-c2cccc([N+](=O)[O-])c2)s1,-0.00378
COc1ccccc1-c1cnnc(N/N=C/c2ccc(-c3cccc(Br)c3)o2)n1,0.379
COc1cc2c(cc1NC(=O)c1cc(-c3cccnc3)nc3ccc(C)cc13)oc1ccccc12,-2.58
COc1cccc(NC(=O)c2nc3ncccn3n2)c1,-0.00981
CC(C)C[C@H](NC(=O)OC(C)(C)C)c1nnc(SCc2ccccc2)o1,-4.81*

# Reprinted from the part before: 5 entries; new compounds follow.
SMILES,Cav32 inh
O=C(Cc1cccc2ccccc12)Nc1nnc(-c2cccc([N+](=O)[O-])c2)s1,-0.00378
COc1ccccc1-c1cnnc(N/N=C/c2ccc(-c3cccc(Br)c3)o2)n1,0.379
COc1cc2c(cc1NC(=O)c1cc(-c3cccnc3)nc3ccc(C)cc13)oc1ccccc12,-2.58
COc1cccc(NC(=O)c2nc3ncccn3n2)c1,-0.00981
CC(C)C[C@H](NC(=O)OC(C)(C)C)c1nnc(SCc2ccccc2)o1,-4.81*
CC(=O)n1cc(/C=N/NC(=O)c2sc(C)nc2C)c2ccccc21,-0.0304
CCCc1nn(C)c2c1C(c1cccnc1)C(C#N)=C(N)O2 (stereo not given),0.129
Cc1ccccc1NC(=O)N1CCCC(c2nc(-c3ccc(F)cc3)no2)C1 (stereo not given),-2
O=C(O)c1ccc(S(=O)(=O)N2CCC(c3nc(-c4ccccc4Cl)no3)CC2)cc1,0.266
O=c1ccc2cc(S(=O)(=O)N3CCOCC3)ccc2o1,-0.0345
CCOC(=O)C1=C(CN2CCc3ccccc32)NC(=O)NC1c1cccc([N+](=O)[O-])c1 (stereo not given),-1.81
O=C(O)Cc1ccc(NC(=O)C2CCCCC2C(=O)O)cc1 (stereo not given),1.21
Cc1sc2ncnc(N3CCCCC3)c2c1C,-1.87
C[C@@H]1C[C@@H]2OC(=O)[C@]3(C)[C@H]2[C@@H](OC3(C)O)[C@]2(C)C(=O)CC[C@H]12 (stereo not given in full),-1.15
COC(=O)c1cc2n(n1)CCN(Cc1ccc(F)cc1)C2=O,-0.698
O=C(Nc1cc(S(=O)(=O)N2CCOCC2)ccc1Cl)C(=O)c1c(-c2ccccc2)cc2ccccn12,-1.23
CCOC(=O)c1ccc(S(=O)(=O)N2CCN(CC(=O)NC(=O)NC3CCCCC3)CC2)cc1,-3.05
CSc1ccccc1NC(=O)C1CCCO1 (stereo not given),0.0481
CCSc1nc2ccccc2n1C(=O)Oc1ccccc1,0.232
COc1ccc(-n2c(COc3ccc(C)cc3)nnc2SCC(N)=O)cc1,1.35
COCCNC(=O)CN1CCC(NC(=O)C(C)(C)C)CC1,-0.0024
CCCn1c2c(c(O)c(C(=O)NC)c1=O)CCCC2,0.116
COC(=O)c1[nH]c2ccc(C)cc2c1NC(=O)Nc1ccc(OC)cc1,-0.438
O=C(NCc1ccco1)c1ccc2snnc2c1,0.941
C=CCOC(=O)C1=C(C)Nc2nnnn2C1c1cccs1 (stereo not given),-0.0225

# Single values from above.
# O=C(Nc1cc(S(=O)(=O)N2CCOCC2)ccc1Cl)C(=O)c1c(-c2ccccc2)cc2ccccn12 in Cav32 inh: -1.23
# CCOC(=O)c1ccc(S(=O)(=O)N2CCN(CC(=O)NC(=O)NC3CCCCC3)CC2)cc1 in Cav32 inh: -3.05

# (further entries)
SMILES,Cav32 inh
COc1ccc(C(=O)c2ccccc2)cc1Br,-1.03
CCN1CCN(C(C)C(=O)Nc2c(C)n(C)n(-c3ccccc3)c2=O)CC1 (stereo not given),0.483
O=C(Cn1cnc2ccccc2c1=O)NCCC(=O)Nc1ccc2c(c1)OCCO2,-0.167
C/C(=N/NS(=O)(=O)c1ccc(F)cc1)c1ccc(NC(=O)c2ccc(C)o2)cc1,-2.82
Cc1nn(Cc2ccc(C(=O)N3N=C(C(F)F)CC3(O)C(F)F)cc2)c(C)c1[N+](=O)[O-] (stereo not given),-0.185
CCOc1ccccc1NC(=O)Cn1c(C)cc(COC)c(C#N)c1=O,0.609
Cc1cc(NC(=O)c2ccc(NC(=O)C(C)C)cc2)no1,-0.336
Cc1c(NC(=O)C2CC(c3c(F)cccc3Cl)=NO2)c(=O)n(-c2ccccc2)n1C (stereo not given),1.87
COc1ccc(SCCN2CCN(C)CCC2=O)cc1,0.658
O=C(NCCO)c1ccc2[nH]c3c(c2c1)CCCC3,0.756
O=C(CSCc1ccccc1)NC1CCSC1=O (stereo not given),0.158
CCOCCn1c(N(C)Cc2ccccc2)nc2c1c(=O)[nH]c(=O)n2C,0.352
Cc1ccc(-c2cc(C(F)F)n3ncc(C(=O)N4CCN5CCCC5C4)c3n2)cc1 (stereo not given),1.07
O=C1Nc2ccc([N+](=O)[O-])cc2C1(O)N1CCCCCC1 (stereo not given),1.75
CCOCCn1c(SCc2c(F)cccc2Cl)nc2c1c(=O)[nH]c(=O)n2C,0.394
Cc1sc(NC(=O)c2ccco2)c(C(c2cccnc2)N2CCC(C)CC2)c1C (stereo not given),-1.53
C=CCNC(=O)NC(=O)COC(=O)/C(C#N)=C/c1cc(C)n(CCC(C)C)c1C,0.105
Cc1ccccc1-n1nc2c(c1NC(=O)c1cccc(F)c1)CS(=O)C2 (stereo not given),0.0347
CC1(C)Cc2c(C#N)c(N3CCN(C(=O)c4ccco4)CC3)nc(-c3ccco3)c2CS1,-0.0764
O=C(CCCSc1nc2ccccc2[nH]1)NCc1ccco1,1.28

# As a short view, some entries already given:
SMILES,Cav32 inh
COc1ccc(C(=O)c2ccccc2)cc1Br,-1.03
CCN1CCN(C(C)C(=O)Nc2c(C)n(C)n(-c3ccccc3)c2=O)CC1 (stereo not given),0.483
O=C(Cn1cnc2ccccc2c1=O)NCCC(=O)Nc1ccc2c(c1)OCCO2,-0.167
C/C(=N/NS(=O)(=O)c1ccc(F)cc1)c1ccc(NC(=O)c2ccc(C)o2)cc1,-2.82
Cc1nn(Cc2ccc(C(=O)N3N=C(C(F)F)CC3(O)C(F)F)cc2)c(C)c1[N+](=O)[O-] (stereo not given),-0.185

# Further compounds follow:
SMILES,Cav32 inh
C=CCNc1nnc(SC2CC(=O)N(c3ccc(OCCC)cc3)C2=O)s1 (stereo not given),3.3*
CSc1ccc(C2C(C#N)=C(N)Oc3c2ccc(=O)c2c(C)oc(C)c32)cc1 (stereo not given),-1.52
Cc1cc(C)cc(NC(=O)C2CCCC2)c1,0.331
COC(=O)c1cn(NC(=O)C2CCCO2)c(=O)c2ccccc12 (stereo not given),0.36
O=C(Nc1ccccc1Cl)N1CCn2c(nc3ccccc32)C1,1.59
Cc1ccc2c(c1)N(CC(=O)NCc1cccs1)C(=O)CO2,0.0587
COC(=O)c1c(C(=O)OC)c(-c2ccc(C)cc2)n2c1CS(=O)(=O)C2,1.65
Cc1ccc(-c2noc(CSc3nnnn3C3CCCCC3)n2)cc1,-4.57*
Nc1cccc(C(=O)Nc2ccccc2Cl)c1,0.35
CCN(CC)CCNC(=O)Cc1c(C(=O)O)n(C)c2ccccc12,0.398
Cc1ccc2c(c1)N=C(c1ccc(Cl)cc1)CO2,-0.151
Cc1ccc2c(c1)-c1c(cnn1CC(=O)N(Cc1ccco1)C1CCCCC1)CO2,-3.8
CC(C)(C)c1cc(N/C=C\c2nnnn2-c2ccc(Br)cc2)no1,-0.447
CCOC(=O)c1ccc(NS(=O)(=O)c2ccc3c(c2)oc(=O)n3C)cc1,-1.16
Cc1c(NC(=O)C23CC4CC(CC(C)(C4)C2)C3)c(=O)n(-c2ccccc2)n1C,1.18
COc1cc(NC(=O)CC(C)C)ccc1NC(=O)c1ccco1,2.25
Cc1c(C(=O)N2CC3(CC(c4cccc(NC(=O)CC(c5ccccc5)c5ccccc5)c4)=NO3)C[C@@H]2C(N)=O)cc([N+](=O)[O-])cc1[N+](=O)[O-] (stereo not given in full),-1.16
Cc1noc(C)c1CN1C(=O)NC2(CCCCCCC2)C1=O,0.188
O=C(Cn1cc(C(=O)c2cccs2)c2ccccc21)NCC1CCCO1 (stereo not given),0.382
COc1ccc(C2c3c(oc4ccc(Cl)cc4c3=O)C(=O)N2Cc2ccco2)cc1OC (stereo not given),0.816

# Compounds from the list above containing a tert-butyl group, in the order listed:
SMILES,Cav32 inh
CC(C)C[C@H](NC(=O)OC(C)(C)C)c1nnc(SCc2ccccc2)o1,-4.81*
COCCNC(=O)CN1CCC(NC(=O)C(C)(C)C)CC1,-0.0024
CC(C)(C)c1cc(N/C=C\c2nnnn2-c2ccc(Br)cc2)no1,-0.447

# (listing goes on)
SMILES,Cav32 inh
CCOC(=O)C1CCN(C(=O)Cn2cc(C(=O)C3CC3)c3ccccc32)CC1,2.43
C=CCn1c(NCc2ccccc2)nc2ccccc21,0.0189
CN(C)CCOC(=O)C12CC3(C)CC(C)(CC(C)(C3)C1)C2,0.378
CC1CC(c2ccccc2)n2nc(N3C(=O)c4ccccc4C3=O)nc2N1 (stereo not given),-0.022
O=C(CN1CCN(c2nc(-c3ccc(F)cc3)cs2)CC1)NCc1ccc2c(c1)OCO2,-3.61
COC(=O)C(C)Sc1nc2c(c(=O)n(C)c(=O)n2C)n1Cc1cccc(C)c1 (stereo not given),-0.502
CCCC1C2C(=O)N(c3ccccc3OC)C(=O)C2ON1c1ccccc1 (stereo not given),0.0435
CCOCCn1c(CN2CCN(c3cccc(Cl)c3)CC2)nc2c1c(=O)n(C)c(=O)n2C,-1.58
O=c1c2ccccc2nnn1CSc1nc2ccccc2c(=O)n1Cc1ccco1,-0.834
Cc1[nH]nc2c1C(c1ccc(-c3ccccc3C#N)o1)C(C#N)=C(N)O2 (stereo not given),-4.41*
COC(=O)CCCC1=CC2=CC(=O)C(C)(OC(=O)c3cccs3)C(=O)C2=CN1C1CC1 (stereo not given),0.175
O=C(CSc1nc2ccccc2o1)N1CCCC1,0.562
CCOc1ccc(C(=O)Nc2cccc(-c3nc4cccnc4o3)c2)cc1Cl,-0.829
CC(C)(C)C1CCc2onc(C(=O)Nc3cccc(O)c3)c2C1 (stereo not given),-1.27
N#Cc1c2n(c3c(-c4ccccc4)ncnc13)CCC2,1.17
COc1ccc(C2C(C(=O)N3CCN(c4ccccc4)CC3)c3ccccc3C(=O)N2C)cc1 (stereo not given),-0.192
OC(C#CCN1CCOCC1)(c1ccccc1)C1CC1 (stereo not given),0.709
CC(CN1CCOCC1)(NS(=O)(=O)c1ccccc1)c1ccccc1 (stereo not given),-0.462
COC(=O)c1sccc1NC(=O)CCC1CCCCC1,-0.337
Cc1cccc(NC(=O)C2CCCN(S(=O)(=O)c3cccc4nsnc34)C2)n1 (stereo not given),0.861
CC(=O)N(C)c1ccc(OCC(O)COc2ccc(N(C)C(C)=O)cc2)cc1,0.029
CCOc1ccccc1OCC(=O)Nc1nnc(C)s1,0.137
CCN1CCN(S(=O)(=O)c2cccs2)CC1,0.0358
COc1ccccc1OCC(=O)Sc1ccc(C)cc1,0.263
O=C1CCc2cc(S(=O)(=O)N3CCN(c4cccc(C(F)(F)F)c4)CC3)ccc2N1,0.451
CN(c1cccc(NC(=O)CCSc2ccccc2)c1)S(C)(=O)=O,0.0174
CCOC(=O)N1CCC(NC(=O)C2CCN(S(=O)(=O)c3cccs3)CC2)CC1,1
Cc1ccc(N(CC(=O)NCc2ccco2)C(=O)CCC(=O)Nc2ccccn2)cc1C,-2.66
COc1ccc(-c2cc3ccc(OCc4nn[nH]n4)cc3oc2=O)cc1OC,0.775
Cc1ccc(C(=O)CCC2CCCCC2=O)cc1 (stereo not given),0.677
CC(C)C(=O)NCCc1nc(-c2ccccc2Cl)no1,0.682
COCCn1nnnc1CN(CCc1ccccc1)Cc1cc2cc(OC)ccc2[nH]c1=O,-1.68
Cc1nn(Cc2ccc(F)cc2)c(C)c1NC(=O)c1noc2c1CCc1ccccc1-2,-0.00881
Cc1ccc(-n2c(N)c(C(=O)N3CCN(C)CC3)sc2=S)cc1,0.537
NC(=S)Nc1cccc2cnccc12,0.295
COc1ccc(N2CCN(CCNC(=O)c3nnc(Cc4c(F)cccc4Cl)o3)CC2)cc1,-1.52
CCOc1ccc(N=c2oc3cc(O)ccc3cc2C(=O)NCC2CCCO2)cc1 (stereo not given),0.195
CCC/C=C(\CCC)C(NC(=O)c1ccc(C(F)(F)F)cc1)c1ccccc1 (stereo not given),-1.61
COc1ccc(/C=C(/C#N)C(=O)NC2CCCCC2)cc1Br,0.939
Cc1ccc(-c2ccc(CCC(=O)O)n2Cc2ccco2)cc1,-1.17
CN(c1cccc(NC(=O)c2ccc(Cl)c(S(=O)(=O)Nc3ccccc3)c2)c1)S(C)(=O)=O,-3.82
COc1ccc(CNC(N)=O)cc1OC,0.0986
CCC(=O)NC(Nc1ncc(C)s1)(C(=O)OC)C(F)(F)F (stereo not given),-0.151
Cc1cccc(OCC(=O)N(C)CCc2ccccn2)c1,-0.0538
CCOC(=O)COc1c(Br)cc(C2NC(=O)NC(C)=C2C(C)=O)cc1OC (stereo not given),0.802

# This is a subset; rates above refer to the full screens.
